Screens (PubChem)
Cardio protect = cardioprotection against H2O2-induced cell death, primary screen, uHTS, H9c2 cells, ATPLite luminescence; H9c2 cardiomyocytes, H2O2 injury protection, 2 h; protection from H2O2 cell death, % at 20 µM; 0.63% of 360,000 active;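 active = compounds giving at least 50% protection of heart cells from peroxide-induced death in the single-dose screen, raw or plate-pattern-corrected value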;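 note: 0% = DMSO wells with peroxide and 100% = DMSO wells without peroxide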
NOD2 RIPK2 PPI = NOD2-RIPK2 binding disruptors in cells, primary screen, fluorescence, CHO cells, BLA complementation; CCF4 ratio; inhibition, % at 4.98 µM; 0.38% of 360,000 active; AID 624267, 2012; in the data active = inhibition above about 21%;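 note: 0% = vehicle only and 100% = reference blocker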
Target sequence (O43353 whole entry, looked up): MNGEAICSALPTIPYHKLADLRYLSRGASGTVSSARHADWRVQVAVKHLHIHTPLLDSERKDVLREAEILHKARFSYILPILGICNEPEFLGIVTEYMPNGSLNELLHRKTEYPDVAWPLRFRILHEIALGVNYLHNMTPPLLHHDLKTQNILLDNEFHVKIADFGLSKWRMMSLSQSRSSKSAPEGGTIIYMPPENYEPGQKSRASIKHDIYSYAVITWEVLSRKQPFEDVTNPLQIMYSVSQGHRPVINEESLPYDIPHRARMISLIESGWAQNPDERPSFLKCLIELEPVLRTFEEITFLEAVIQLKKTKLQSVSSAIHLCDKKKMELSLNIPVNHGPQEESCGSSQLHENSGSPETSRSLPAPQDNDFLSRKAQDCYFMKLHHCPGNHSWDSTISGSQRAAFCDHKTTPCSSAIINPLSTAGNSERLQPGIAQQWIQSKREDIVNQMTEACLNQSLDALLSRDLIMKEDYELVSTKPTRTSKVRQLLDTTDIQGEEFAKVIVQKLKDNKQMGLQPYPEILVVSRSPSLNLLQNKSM
ABHD5 PLIN5 PPI = ABHD5-PLIN5 interaction inhibitors, primary screen, cell lysate, split luciferase complementation, luminescence; 0.78% of 360,000 active; AID 602281, 2012; Split G. princeps luciferase complementation, 4 h; Perilipin-5 (Homo sapiens) + 1-acylglycerol-3-phosphate O-acyltransferase ABHD5 (Homo …; inhibition, % at 4 µM;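 active = inhibition above the mean inhibition across every tested compound plus 3 SD, cut at about 22% in these data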;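 note: 0% = DMSO only wells and the 100% control is not disclosed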
m5-HT2A agonist = mouse Htr2a agonists via beta-arrestin recruitment, primary screen, cell-based, luminescence. AID 624169, 2012. activation, % at 7.6 µM. 0.66% of 360,000 active. CHO-K1 mHTR2A beta-arrestin complementation; percent of 30 µM serotonin response. 5-hydroxytryptamine receptor 2A (Mus musculus), P35363;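 active = activation above a run cutoff, the mean activation of all tested compounds plus 3 SD, cut at about 14% in these data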;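 note: 0% = plate median of compound wells and 100% = 30 µM serotonin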
Target sequence (P35363 whole entry, looked up): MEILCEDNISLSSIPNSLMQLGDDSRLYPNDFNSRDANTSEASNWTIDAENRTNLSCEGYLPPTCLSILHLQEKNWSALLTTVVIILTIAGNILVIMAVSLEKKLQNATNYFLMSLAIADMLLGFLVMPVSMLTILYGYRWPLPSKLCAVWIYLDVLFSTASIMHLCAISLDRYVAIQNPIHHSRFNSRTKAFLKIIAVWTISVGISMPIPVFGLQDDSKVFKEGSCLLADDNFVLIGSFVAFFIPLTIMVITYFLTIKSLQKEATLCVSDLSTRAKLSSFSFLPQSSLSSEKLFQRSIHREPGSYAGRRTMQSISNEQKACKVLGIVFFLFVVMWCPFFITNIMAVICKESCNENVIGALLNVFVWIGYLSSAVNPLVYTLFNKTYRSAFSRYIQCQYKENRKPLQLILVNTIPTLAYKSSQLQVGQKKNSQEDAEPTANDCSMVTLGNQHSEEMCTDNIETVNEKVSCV
NCOA2 inhibitor = inhibition of GAL4-SRC2 driven luciferase reporter, primary screen, SRC2 inhibitor project, cell-based, luminescence. Nuclear receptor coactivator 2 (Homo sapiens), Q15596. HEK293 GAL4-SRC2 luciferase reporter. inhibition, % at 9 µM. 0.17% of 370,000 active. AID 651957, 2012;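 active = inhibition above the mean inhibition of all tested compounds plus 3 SD, set per campaign, cut at about 52% in these data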;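 note: 0% = DMSO treated cells and 100% = cells given Gossypol at 36 µM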
ABCB6 inh MLPCN = ABCB6 transporter inhibitors, primary screen, K562-ABCB6 cells, flow cytometry, MLPCN library; fluorescence ratio to DMSO, % at 10 µM; K562-ABCB6 porphyrin accumulation, 1 h; hits give low values; ATP-binding cassette sub-family B member 6 (Homo sapiens), Q9NP58; 0.19% of 360,000 active;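 active = fluorescence ratio to DMSO below 75%, the collection mean minus 3 SD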;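 note: signal is porphyrin accumulated inside mitochondria; 100% equals median channel fluorescence of DMSO control wells; lower ratio means ABCB6 inhibition with less porphyrin fluorescence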
MC4R barr agon = MC4R agonists recruiting beta-arrestin, primary screen, cell-based, luminescence, agonist arm of biased-ligand search; U2OS MC4R beta-arrestin complementation; percent of melanotan II response, DMSO zero; 0.98% of 360,000 active; AID 540308, 2011; Melanocortin receptor 4 (Homo sapiens), P32245; activation, % at 8.9 µM;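 active = activation above a per-plate cutoff, the mean activation of sample wells on that plate plus 3 SD, cut at about 8% in these data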
TLR9-MyD88 block = inhibitors of TLR9-MyD88 association in cells, primary screen, cell-based, CHO, BLA complementation, fluorescence | Toll-like receptor 9 (Homo sapiens) + Myeloid differentiation primary response protein … | CCF4 FRET ratio | inhibition, % at 4.98 µM | 0.21% of 340,000 active;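 active = inhibition above the mean over all tested compounds plus 3 SD, cut at about 21% in these data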;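 note: 0% = DMSO only wells and 100% = clavulanate BLA inhibitor control wells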
MC4R antagonist = MC4R antagonists of cAMP signaling, primary screen, cell-based, TR-FRET, antagonist arm of biased-ligand search. Melanocortin receptor 4 (Homo sapiens), P32245. MC4R-expressing cells, MTII-stimulated cAMP, LANCE TR-FRET. inhibition, % at 6.5 µM. 0.48% of 360,000 active;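 active = inhibition above its plate's cutoff, the mean of tested wells on that plate plus 3 SD, cut at about 29% in these data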;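 note: 0% = Melanotan II alone and 100% = Melanotan II plus saturating MCL0020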
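Assay system: U2OS-MC4R stable cell line; Also added: Melanotan II; Technique: Eu-cAMP/anti-cAMP TR-FRET, emission 671 nm; Times: 30-min compound, 1-h challenge, 1-h detection, room temperature.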
N-glyco inh = increase of ERlucT glycosylation luciferase signal, primary screen, N-linked glycosylation inhibitor project, D54 ERlucT cells, luminescence, set 2; D54 ERlucT glycosylation luciferase reporter, 24 h; percent of 100 nM tunicamycin response; reporter increase, % at 12.5 µM; 0.23% of 360,000 active;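 active = mean luciferase reporter signal, scaled so untreated is 0 and the glycosylation-blocking control 100, at or above a set limit in every replicate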;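 note: luciferase carries N-glycosylation sites so blocking glycosylation raises the light; 0% = median of neutral control wells and 100% = median of 100 nM tunicamycin wells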
Starred values were filed as active, the others as inactive; · = no result given. A portion of the library, so the mix of outcomes need not match the whole.

Start of the listing, in advance, 3 compounds:
SMILES	Cardio protect	NOD2 RIPK2 PPI	ABHD5 PLIN5 PPI	m5-HT2A agonist	NCOA2 inhibitor	ABCB6 inh MLPCN	MC4R barr agon	TLR9-MyD88 block	MC4R antagonist	N-glyco inh
O=c1[nH]c(C2CCN(S(=O)(=O)/C=C/c3ccccc3)CC2)nc2c1nnn2Cc1ccccc1	0	6	0	10	-18	97	1.1	12	4	1
Cn1cnnc1SC1c2cccc3cccc(c23)C1NS(=O)(=O)c1ccccc1 (configuration not stated)	-5	-4	1	-2	11	103	-2.3	-1	7	6
COc1ccc(NC(=O)CSc2nc3[nH]ncc3c(=O)[nH]2)c(OC)c1	2	5	-2	0	14	94	-4.7	2	-5	1

The whole of this part (from the top)
SMILES	Cardio protect	NOD2 RIPK2 PPI	ABHD5 PLIN5 PPI	m5-HT2A agonist	NCOA2 inhibitor	ABCB6 inh MLPCN	MC4R barr agon	TLR9-MyD88 block	MC4R antagonist	N-glyco inh
O=c1[nH]c(C2CCN(S(=O)(=O)/C=C/c3ccccc3)CC2)nc2c1nnn2Cc1ccccc1	0	6	0	10	-18	97	1.1	12	4	1
Cn1cnnc1SC1c2cccc3cccc(c23)C1NS(=O)(=O)c1ccccc1 (configuration not stated)	-5	-4	1	-2	11	103	-2.3	-1	7	6
COc1ccc(NC(=O)CSc2nc3[nH]ncc3c(=O)[nH]2)c(OC)c1	2	5	-2	0	14	94	-4.7	2	-5	1
Cn1c(=O)cc(SCC(=O)NCCC2=CCCCC2)c2ccc(Cl)cc21	-2	-4	-8	-1	4	86	-1.2	-2	4	3
COc1ccccc1CN(C)C(=O)CN1C(=O)c2ccccc2C1=O	8	-7	6	6	-5	96	-0.5	-5	-5	-1
Cc1ccc(C(c2ccc(C)o2)c2cccc([N+](=O)[O-])c2O)o1	4	-2	4	-3	-2	103	-1.8	-5	0	0
Cc1cccc(C)c1NC(=O)C1(NC(=O)c2cnccn2)CCCCC1	20	-8	-2	-1	-17	107	-0.4	5	2	0
Cc1ccc2[nH]c3c(=O)n(CCCN4CCOCC4)cnc3c2c1	0	-1	3	4	-12	91	-1.2	-4	4	0
Oc1oc(-c2ccc(Br)cc2)nc1/C=N/c1ccccn1	-5	0	-3	-3	-15	102	-1.0	-7	5	-1
CC1CN(C(=S)Nc2cccc(Cl)c2)CC(C)O1 (configuration not stated)	4	4	-3	-2	25	99	0.0	12	9	0
[O-][n+]1ccccc1/C=C/c1ccccc1	-3	0	4	2	-5	97	1.0	1	0	1
CN(C)CCCNc1nc2cc(-c3ccccc3)sc2c(=O)n1C	3	-13	-3	-1	-18	104	0.9	·	-2	2
COc1ccc(Oc2cccc(Cl)c2CNC(=O)CSCC(=O)O)cc1	8	-12	2	-1	-29	90	-0.9	4	7	-1
Cc1ccc(SC(C)c2nc(-c3ccccc3)no2)cc1 (configuration not stated)	-12	-7	0	1	-8	101	2.6	5	-2	0
CN(Cc1c(F)cccc1Cl)C(=O)c1cc2ccccc2o1	-15	-4	-2	1	-13	98	-0.2	9	8	-1
C/C(=N\S(=O)(=O)c1ccc(C)cc1)Nc1cc(C(C)C)c(O)cc1C	-3	-9	-1	1	21	95	-3.2	1	18	-1
CCOC(=O)C1(Cc2ccccc2C)CCCN(C(=O)CSC)C1 (configuration not stated)	6	-12	3	4	21	93	0.1	-4	7	1
CN1CCC(=NNC(=O)CN(c2ccc([N+](=O)[O-])cc2)S(=O)(=O)c2ccccc2)CC1	-7	-4	-1	17*	7	99	-0.5	3	4	1
COc1ccc(CCNC(=O)COC(=O)c2cnc(C)cn2)cc1OC	-2	-6	-5	-3	-18	94	-1.0	-14	3	1
O=C(CCC(=O)NC1CCCCCCC1)Nc1nnc(C(F)(F)F)s1	4	-4	-1	1	-23	90	-0.3	-2	10	1
O=C(NC(=S)Nc1ccc(N2CCCC2)cc1)c1ccc(F)cc1	-9	0	-3	-4	-34	87	1.5	1	6	1
CCOc1ccc(C(C)NC(=O)Nc2ccccc2C(=O)OC)cc1 (configuration not stated)	-4	-6	-1	-5	-11	94	1.8	8	9	-1
Cc1ccc(C)c(S(=O)(=O)N2CCN(C(=O)c3ccc(OCc4c(C)noc4C)cc3)CC2)c1	-3	-11	9	7	-3	96	0.2	2	1	0
COC(=O)CN1C(=O)[C@H]2[C@@H](C3CC3)N3C(=O)CN(CCO)C(=O)[C@@]3(Cc3ccccc3)[C@H]2C1=O	9	4	2	3	12	101	-0.4	7	8	1
O=C(CCC(=O)c1ccc[nH]1)c1ccc(Cl)cc1	-4	2	-5	-7	-62	101	-2.2	-2	-2	-2
Cc1nc(N2CCCCCC2)c2ccccc2n1	-15	-16	2	-1	3	110	0.4	2	0	-2
C=C1C2C[C@H](O)C(C)(C)[C@@]2(O)[C@H](O)C[C@]23C[C@@](C)(O)[C@H](CC[C@H]12)[C@H]3O (some centres not stated)	-1	6	7	0	10	100	-0.9	-10	8	0
O=C(Nc1ccccc1)C1=C[C@@H](C2CCCCC2)C[C@@H](OCc2ccc(CO)cc2)O1	-3	-4	-10	4	-4	104	0.9	-4	1	-9
Oc1ccccc1/C=N/n1c(-c2ccccc2)n[nH]c1=S	3	6	3	3	2	98	-2.1	2	3	-1
CN(Cc1ccccc1)C(=O)Cn1nc(C(F)(F)F)c2c1CCC2	2	8	0	-2	-11	95	-1.3	0	5	0
Cc1ccccc1-n1c(SCC(N)=O)nc2sc(-c3ccccc3)cc2c1=O	10	1	1	1	-9	102	-1.0	2	8	-2
CN=C1CC(C)(C)CC(=O)/C1=C(/O)CCC(=O)NC	1	4	-2	0	-14	92	-1.4	11	2	1
CC(=O)OCC(=O)Nc1ccccc1OC(F)F	15	3	-3	1	-22	96	-4.0	-1	7	-1
O=C(c1ccc2c(c1)OCO2)N1CCC2(CC1)Oc1ccc(Cl)cc1C(=O)C21CC(c2cccnc2)=NO1 (configuration not stated)	2	3	9	6	-3	95	0.2	-2	14	-5
CC12C(=O)N(c3cccc(OC(=O)c4ccco4)c3)C(=O)C1C1c3ccccc3C2c2ccccc21 (configuration not stated)	2	1	-3	-1	-4	97	-1.1	-6	3	-3
COc1ccc(-c2nnc(SCC(=O)Nc3ncc(C(F)(F)F)cc3Cl)n2CC(C)C)cc1	0	-3	10	1	-14	99	-1.8	-9	-1	1
C[C@@]12C(=O)N(c3ccc(Cl)cc3)C(=O)N1[C@@H]1c3ccccc3OC[C@@H]1[C@H]2c1ccccc1	13	-11	-2	5	25	107	1.1	12	14	-4
CCOc1ccc(-n2c(SCC(=O)Nc3cc(C)on3)nc3c(c2=O)SCC3)cc1	1	0	7	-1	14	104	0.3	2	1	-2
O=S(=O)(Nc1ccc(O)c2ccccc12)c1ccc(F)cc1	-14	1	-16	-5	1	100	-1.1	-4	-4	10
Cc1nc(SCC(=O)NCc2ccco2)c2c(=O)n(C)c(=O)n(CC(C)C)c2n1	-3	-2	3	4	·	97	-0.2	1	3	-1
O=[N+]([O-])c1cc(S(=O)(=O)N2CCCC2)ccc1NN=C1CCCCC1	4	7	-5	-3	3	193	-0.8	0	0	4
COc1ccc(N2CCN(c3nc(-c4cccs4)nc4ccccc34)CC2)cc1	-6	-8	-9	-2	-11	97	-2.2	3	-1	-1
COc1ccccc1/C=C/C(=O)Nc1cccnc1Cl	5	-10	4	-3	-8	98	-0.9	7	8	-3
COc1ccc(C(=O)Nc2c(C)csc2C(=O)O)cc1	-1	-3	8	4	3	103	1.9	·	18	3
NC(N)=Nc1ccc(C=C2C=Cc3ccccc32)cc1	1	6	6	-10	-1	93	2.5	11	-8	-2
CC(OC(=O)c1cc2ccccc2cc1O)C(=O)Nc1ccc(S(N)(=O)=O)cc1 (configuration not stated)	-12	-8	7	-2	-9	95	2.2	-8	7	4
Cc1ccccc1CN1CCN(C(C)C(=O)NCc2ccccc2)CC1 (configuration not stated)	4	-7	3	-2	4	103	-2.8	0	3	0
CCC(C)(NC(=O)Cc1c[nH]c2ccccc12)C(=O)NC1CCCCC1 (configuration not stated)	-7	-6	1	-1	-11	116	0.6	-3	7	1
Cn1c(=O)n(C)c2cc(NS(=O)(=O)c3ccc4c(c3)CCCC4)ccc21	-14	-6	2	1	0	99	-1.8	9	3	37*
CC(=O)c1ccc(Nc2nc(NCCO)nc(OC(C(F)(F)F)C(F)(F)F)n2)cc1	28	-10	-7	-5	-21	99	0.0	8	1	4
Cc1ccc(S(=O)(=O)CCC(=O)Nc2cccc(Cl)c2)cc1	-3	-9	-10	-3	5	95	-1.4	10	11	1
COc1ccccc1C1C(C(=O)c2ccc(C)o2)=C(O)C(=O)N1c1cc(C)on1 (configuration not stated)	7	-9	-25	5	-15	107	-3.2	-1	15	-1
Cc1ccc(NC(=O)CCC2CC(C)(C)OC2=O)cc1 (configuration not stated)	-2	-5	-1	-1	-11	95	2.1	-2	25	0
COC(=O)CCCCC(=O)C1C(=O)CC(C)(C)C(C(=O)OC)C1=O (configuration not stated)	12	1	2	2	7	106	-0.5	3	7	1
O=C(OCCN1CCOCC1)c1ccccc1	7	0	8	0	-24	102	-0.2	5	8	0
Cc1cccc2nc(-c3ccco3)c(Nc3ccccc3)n12	-7	1	7	0	-8	96	0.2	5	11	-5
O=C(Nc1ccc(S(=O)(=O)N2CCCC2)cc1)c1ccc(Br)o1	0	-1	2	-3	-37	87	-1.3	-2	9	-1
CCN1CCN(c2ccc(NC(=O)c3cccc(N4CCCC4=O)c3)cc2)CC1	5	0	6	-2	-56	97	0.3	-8	-6	-2
Cc1cc(NC(=O)c2ccccc2)nc(C)n1	4	-9	1	-1	-14	98	-1.0	8	7	1
CCc1nc2ccc(C(=O)N3CCN(C(=O)c4ccco4)CC3)cn2c1N(C)Cc1cccs1	3	-13	0	0	-8	94	1.6	·	4	-1
CCC(C(=O)OCC(=O)N1CCN(S(=O)(=O)c2ccc(C)cc2C)CC1)c1ccccc1 (configuration not stated)	-8	1	-1	-7	-15	100	-0.2	8	2	2
O=C(/C=C/c1cccc([N+](=O)[O-])c1)N1CCN(c2ccccc2F)CC1	-5	6	-7	-5	-30	100	-0.1	6	0	2
